NOD2-RIPK2 inh: NOD2-RIPK2 protein interaction inhibition; O43353; CHO BLA complementation NOD2-RIPK2, CCF4 ratio; inhibition, % at 4.98 µM; 360,000 tested, 0.38% active; AID 624267; in the data active means inhibition above about 21%;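 further: 0% = vehicle only and 100% = reference blocker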
Target sequence (O43353 whole entry, looked up): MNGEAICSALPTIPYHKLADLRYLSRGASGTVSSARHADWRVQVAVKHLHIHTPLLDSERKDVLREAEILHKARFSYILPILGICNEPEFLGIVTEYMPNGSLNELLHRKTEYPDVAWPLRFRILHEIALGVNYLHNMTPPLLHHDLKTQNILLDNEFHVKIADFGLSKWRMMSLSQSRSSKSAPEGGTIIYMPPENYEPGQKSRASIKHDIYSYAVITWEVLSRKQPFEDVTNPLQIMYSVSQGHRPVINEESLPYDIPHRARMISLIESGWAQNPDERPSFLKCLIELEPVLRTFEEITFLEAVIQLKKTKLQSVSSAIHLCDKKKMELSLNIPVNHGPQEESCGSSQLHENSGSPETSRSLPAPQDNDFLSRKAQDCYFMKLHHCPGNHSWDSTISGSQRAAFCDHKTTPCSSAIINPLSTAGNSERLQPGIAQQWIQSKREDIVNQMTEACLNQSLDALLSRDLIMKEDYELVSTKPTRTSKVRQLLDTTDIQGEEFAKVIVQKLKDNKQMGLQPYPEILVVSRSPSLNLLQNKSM
Exocytosis inh: lytic granule exocytosis inhibition | TALL-104 LAMP-1 surface exposure, flow cytometry; cells stimulated with thapsigargin and PMA | inhibition, % at 10 µM | 360,000 tested, 0.66% active | AID 651702;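 active means inhibition above about 55%, limit read from the data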
SRC1 inh: inhibitors of human steroid receptor coactivator 1 (SRC1) | Q15788 | HEK293 GAL4-SRC1 luciferase reporter, luminescence | inhibition, % at 3.6 µM | 360,000 tested, 0.12% active | AID 588354;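 active means inhibition above the campaign mean plus 3 SD, with each screening campaign given its own cutoff, cut at about 60% in these data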;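 further: 0% = DMSO treated cells and 100% = gossypol at 36 µM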
SRC2 inh: inhibits human steroid receptor coactivator 2 | HEK293 GAL4-SRC2 luciferase reporter, luminescence | inhibition, % at 9 µM | 370,000 tested, 0.17% active;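 active means inhibition above the mean inhibition of all tested compounds plus 3 SD, set per campaign, cut at about 52% in these data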;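 further: 0% = DMSO treated cells and 100% = cells given Gossypol at 36 µM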
NR5A2 inv ag: suppresses constitutive activity of human LRH-1 | HEK293T StAR-luciferase reporter, LRH-1 transfected, 24 h | inhibition, % at 3.6 µM | 360,000 tested, 0.13% active | O00482 | AID 602396;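 active means inhibition above the mean inhibition of all tested compounds plus 3 SD, cut at about 73% in these data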;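 further: 0% = DMSO wells and 100% = reporter-only cells lacking LRH-1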
Target sequence (O00482 whole entry, looked up): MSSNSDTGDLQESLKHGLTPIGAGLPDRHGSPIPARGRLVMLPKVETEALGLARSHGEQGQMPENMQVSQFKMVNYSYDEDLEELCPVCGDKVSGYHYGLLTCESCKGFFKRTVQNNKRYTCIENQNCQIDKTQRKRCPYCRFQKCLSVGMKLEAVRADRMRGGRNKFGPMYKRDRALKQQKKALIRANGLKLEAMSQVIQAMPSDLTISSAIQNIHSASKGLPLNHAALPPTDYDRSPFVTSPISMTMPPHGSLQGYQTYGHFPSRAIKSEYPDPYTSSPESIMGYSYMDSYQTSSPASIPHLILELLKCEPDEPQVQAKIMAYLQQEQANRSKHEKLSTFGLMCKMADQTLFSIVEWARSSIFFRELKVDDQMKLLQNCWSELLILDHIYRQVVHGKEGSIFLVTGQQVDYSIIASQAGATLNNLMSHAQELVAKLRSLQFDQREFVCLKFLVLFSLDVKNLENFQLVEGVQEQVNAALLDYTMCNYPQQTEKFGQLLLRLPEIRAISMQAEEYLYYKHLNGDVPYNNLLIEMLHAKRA
SRC3 inh: human NCOA3 inhibition; Q9Y6Q9; HEK293 GAL4-SRC3 luciferase reporter, luminescence; inhibition, % at 3.6 µM; 360,000 tested, 0.17% active; AID 588352;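 active means inhibition above a per-campaign cutoff, the mean of all compounds plus 3 SD, cut at about 60% in these data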;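 further: 0% = DMSO-treated cells and 100% = gossypol-treated cells at 36 µM; higher means less SRC3-driven luciferase light from the GAL4 reporter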
ABHD5 PLIN5 PPI: ABHD5-PLIN5 protein interaction inhibition; Split G. princeps luciferase complementation, luminescence, 4 h; 360,000 tested, 0.78% active; inhibition, % at 4 µM; Q00G26+Q8WTS1; AID 602281;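 active means inhibition above the mean inhibition across every tested compound plus 3 SD, cut at about 22% in these data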;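 further: 0% = DMSO only wells and the 100% control is not disclosed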
TLR9-MyD88 block: blocks human TLR9 binding to MyD88; Q9NR96+Q99836; CHO BLA complementation TLR9-MyD88, CCF4 FRET ratio; inhibition, % at 4.98 µM; 340,000 tested, 0.21% active;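 active means inhibition above the mean over all tested compounds plus 3 SD, cut at about 21% in these data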;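 further: 0% = DMSO only wells and 100% = clavulanate BLA inhibitor control wells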
TROY NFkB inh: blocks TROY-dependent signaling in reporter cells. inhibition, % at 10 µM. 360,000 tested, 0.98% active. Q293 LMP1-TROYcd NF-kB luciferase reporter, 4 h;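 active means compounds whose plate-normalised and pattern-corrected inhibition of the luciferase reporter signal at the single screening dose is 50% or more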
TWEAK Fn14 block: inhibitors of TWEAK-Fn14 interaction signaling | 360,000 tested, 2% active | inhibition, % at 10 µM | TWEAK-stimulated Fn14 reporter cells, luciferase luminescence, 8 h | AID 1159606; in the data active means inhibition above about 50%
COUP-TFII inh: inhibitors of human COUP-TFII (NR2F2); inhibition, % at 8.6 µM; P24468; HEK293T NGFI-A luciferase reporter, luminescence; 370,000 tested, 0.7% active;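 active means inhibition above a per-plate cutoff, mean inhibition of test wells between control levels plus 3 SD, cut at about 38% in these data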;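 further: cells cotransfected with COUP-TFII expression vector driving the NGFI-A reporter; 0% = median of COUP-TF2 test wells and 100% = reporter-only cells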
The depositor's hits bear a star; x = not tested or not shown. Not all compounds are listed; the hit share may differ from the screen's.

compound	NOD2-RIPK2 inh	Exocytosis inh	SRC1 inh	SRC2 inh	NR5A2 inv ag	SRC3 inh	ABHD5 PLIN5 PPI	TLR9-MyD88 block	TROY NFkB inh	TWEAK Fn14 block	COUP-TFII inh
Cc1ccc2c(c1)NC(=O)C(CC(=O)Nc1ccc(Br)c(C)c1)O2 (stereo unspecified)	4	16	5	-5	0	-5	2	2	-5	-34	-12
O=C(CCCn1c(=S)[nH]c2cc3c(cc2c1=O)OCO3)NCCc1ccccc1Cl	-22	4	-1	2	4	-21	-1	4	-13	-15	8
O=S(=O)(N1CCCCCC1)N1CCNCC1	-1	-1	12	11	14	-9	-43	-1	-7	-10	-20
CCCNC(=O)CSc1nc(COc2ccccc2)nc2ccccc12	1	-2	-15	-5	-19	-25	2	-9	-4	5	4
Cc1cccc(C)c1NC(=O)CNC(=O)C(Cc1ccccc1)NC(=O)c1ccccc1 (stereo unspecified)	-10	-1	-8	-3	1	7	-4	-11	16	-4	-3
COc1ccccc1C(=O)COC(=O)c1ccc(Cl)nc1	-7	-2	0	-7	-9	8	3	-1	-18	-11	-9
CNc1cnc(-c2ccc(F)c(F)c2F)cn1	-16	31	-65	-82	-129	-84	-4	x	-73	-23	-36
Nc1cc(=O)[nH]c(SCc2csc(-c3ccccc3)n2)n1	-5	-1	-9	9	-27	0	3	6	-25	12	-17
O=C(O)c1ccccc1C(=O)NC1=NN(c2ccccc2)CC1	-6	-2	-10	-17	-6	4	-3	-6	31	8	9
NC(=O)CSc1nnc(Cc2ccc3c(c2)OCO3)o1	1	-1	1	-6	-4	19	-1	2	-3	-7	-6

Single entries from the list:
SRC1 inh with `O=S(=O)(N1CCCCCC1)N1CCNCC1` stands at 12
TROY NFkB inh with `CNc1cnc(-c2ccc(F)c(F)c2F)cn1` stands at -73

Going on with the list.
compound	NOD2-RIPK2 inh	Exocytosis inh	SRC1 inh	SRC2 inh	NR5A2 inv ag	SRC3 inh	ABHD5 PLIN5 PPI	TLR9-MyD88 block	TROY NFkB inh	TWEAK Fn14 block	COUP-TFII inh
COc1ccc(C=O)cc1COc1c(F)c(F)cc(F)c1F	6	-2	-11	-31	-8	-3	-5	-5	12	0	2
CCOC(=O)CNC(=O)CSc1nnc(Cn2c(=O)sc3ccccc32)n1C	-10	-6	-13	2	1	5	8	-13	-15	-10	-29
CC(C)c1c(O)c2c(n(-c3ccccc3)c1=O)CCCC2	-6	-3	-16	-2	9	13	0	8	-4	11	9
CCCC(=O)Nc1ccc(NC(=O)C2CC2)cn1	-6	-2	-8	-27	-2	3	-1	-8	-15	-10	-18
Cc1oc(-c2ccccc2F)nc1CS(=O)CC(=O)NCc1ccccn1 (stereo unspecified)	-9	3	-49	8	-10	2	-6	-3	9	7	10
C=C1CCN([C@@H](CC(C)C)C(=O)N2CCCC2)S(=O)(=O)c2ccccc21	10	-2	6	-11	-3	-3	-4	-1	-11	6	15
O=C(CC1C(=O)NCCN1Cc1ccc(-c2ccccc2)cc1)NCCc1ccccn1 (stereo unspecified)	3	1	3	7	4	15	-3	-5	-5	-1	5
COc1ccc(NS(=O)(=O)c2cc(NC(=O)Cc3c(F)cccc3Cl)ccc2OC)cc1	-9	-3	4	10	-23	21	-2	2	1	4	-10
Nc1nn2c(-c3ccccc3)cc(=O)[nH]c2c1N=Nc1ccc(Br)cc1	-3	7	-8	-11	8	-2	1	-4	-13	16	11
CCNC(=S)N1CCC(c2nc3ccccc3s2)CC1	-10	-4	-17	-2	22	9	1	15	-56	-26	3
CCCC(OC(=O)CN1C(=O)COc2ccccc21)C(=O)NC1CCCC1 (stereo unspecified)	-5	1	8	x	13	6	-3	7	-8	-8	x
CCCCNC(=O)C[C@@H]1C[C@@]2(C(=O)OC)CC(C)(C)CC=C2N(Cc2ccc3c(c2)OCO3)C1=O	7	0	x	-16	-18	x	-1	x	x	x	-8
CCC1(c2ccc(Cl)cc2)NC(=S)N(c2ccc(C)c(C)c2)N1 (stereo unspecified)	-7	18	-10	7	3	9	4	2	-18	-18	1
O=C(Cc1ccccc1)N/N=C/c1ccc2c(c1)OCO2	-9	-1	-74	-50	-60	-65	-6	x	-42	-17	-41
O=c1[nH]c(O)c(C=Nc2ccc(Cl)cc2Cl)c(=O)[nH]1	-3	0	3	-8	13	3	5	3	-13	-3	-1
CSc1nc2c(c(=O)[nH]c(=O)n2C)n1Cc1ccccc1Cl	-7	-3	13	-3	8	5	-1	14	-11	-1	-16
Cc1ccc(NC(=O)CCCn2c(=O)oc3ccccc32)c(O)c1	-4	-1	-12	6	2	3	-3	-1	-22	-17	13
CC1CCC(NC(=O)Cn2cc3c(n2)CCCC3)CC1 (stereo unspecified)	-7	-6	-48	-9	-12	-26	6	0	-27	-42	-22
CCN(CC)C(=O)c1c([N+](=O)[O-])c(C(C)(C)C)nn1C	6	-4	1	-1	-6	-9	-2	-2	1	8	8
CCCCCC(=O)N1C[C@@H](n2cc(COC(=O)c3ccccc3)nn2)[C@H](O)C[C@@H]1c1ccc(OC)cc1	2	4	5	-3	-15	-4	-1	1	-6	-2	17

Entries of single compounds as entered above. Screens in order: NOD2-RIPK2 inh	Exocytosis inh	SRC1 inh	SRC2 inh	NR5A2 inv ag	SRC3 inh	ABHD5 PLIN5 PPI	TLR9-MyD88 block	TROY NFkB inh	TWEAK Fn14 block	COUP-TFII inh
CCN(CC)C(=O)c1c([N+](=O)[O-])c(C(C)(C)C)nn1C in the list: 6	-4	1	-1	-6	-9	-2	-2	1	8	8
CCCCCC(=O)N1C[C@@H](n2cc(COC(=O)c3ccccc3)nn2)[C@H](O)C[C@@H]1c1ccc(OC)cc1 in the list: 2	4	5	-3	-15	-4	-1	1	-6	-2	17
CC1CCC(NC(=O)Cn2cc3c(n2)CCCC3)CC1 (stereo unspecified) in the list: -7	-6	-48	-9	-12	-26	6	0	-27	-42	-22
CCC1(c2ccc(Cl)cc2)NC(=S)N(c2ccc(C)c(C)c2)N1 (stereo unspecified) in the list: -7	18	-10	7	3	9	4	2	-18	-18	1
CSc1nc2c(c(=O)[nH]c(=O)n2C)n1Cc1ccccc1Cl in the list: -7	-3	13	-3	8	5	-1	14	-11	-1	-16

(cont.)
compound	NOD2-RIPK2 inh	Exocytosis inh	SRC1 inh	SRC2 inh	NR5A2 inv ag	SRC3 inh	ABHD5 PLIN5 PPI	TLR9-MyD88 block	TROY NFkB inh	TWEAK Fn14 block	COUP-TFII inh
Cc1cnc(C(=O)Nc2ccc(OC(F)(F)F)cc2)cn1	-10	0	-29	-28	-29	-35	-1	2	-30	-22	-15
CN1C(=O)C(N=Nc2ccccc2C(=O)O)N(C)C1=S (stereo unspecified)	-1	0	-19	-5	-21	-3	-13	-4	-43	-12	-7
O=C(NCCSc1ncc(-c2ccccc2)[nH]1)c1ccco1	11	-12	-23	-37	3	-21	0	-3	-43	-43	-6
CC1(C(=O)NS(=O)(=O)c2ccc(Cl)cc2)CCN1C(=O)Cc1cccs1 (stereo unspecified)	-13	3	3	4	2	3	9	x	1	0	2
C[C@@H]1CN([C@@H](C)CO)C(=O)CCCn2nncc2CO[C@@H]1CN(C)S(=O)(=O)c1ccc(-c2ccccc2)cc1	-12	-3	-19	-10	3	-1	15	-2	-9	-19	4
O=C(CN1C(=O)NC2(CCCC2)C1=O)OCCOc1ccc(Cl)cc1	-7	-2	0	4	5	12	1	0	12	-2	6
COc1cccc(C2CC(=O)C3=C(C2)Nc2ccccc2N(C(=O)CCC(=O)O)C3c2ccc(F)cc2)c1 (stereo unspecified)	-8	8	11	-3	-16	18	1	-1	-5	-12	25
O=C(NN1CCOCC1)c1cn(-c2ccccc2)nc1-c1cccs1	7	0	-19	-7	-8	-37	-7	10	6	-6	-4
Cc1ccc(/C=N/n2cnc3sc(-c4ccccc4)cc3c2=O)o1	7	-2	-24	-25	-16	-3	1	-8	-24	-12	-31
CC1CC(=O)NN=C1c1ccc(NCCO)c([N+](=O)[O-])c1 (stereo unspecified)	2	-5	3	-25	1	-39	4	-1	0	-43	-8

(continued)
| SMILES | NOD2-RIPK2 inh | Exocytosis inh | SRC1 inh | SRC2 inh | NR5A2 inv ag | SRC3 inh | ABHD5 PLIN5 PPI | TLR9-MyD88 block | TROY NFkB inh | TWEAK Fn14 block | COUP-TFII inh |
| --- | --- | --- | --- | --- | --- | --- | --- | --- | --- | --- | --- |
| Cc1nn(-c2ccc(F)cc2)c2sc(C(=O)O)cc12 | -15 | -1 | -14 | 2 | 2 | -24 | 1 | -5 | -12 | 17 | 3 |
| CCOC(=O)N1CCN(CC(O)COc2ccc(OC)cc2C(C)(C)C)CC1 (stereo unspecified) | -8 | 4 | -2 | 5 | 13 | -34 | 1 | -4 | -19 | -31 | 15 |
| CCOC(=O)c1c(NC(=O)COC(=O)c2nc(Cl)ccc2Cl)sc(C(=O)N(C)C)c1C | -8 | -17 | -7 | 5 | 4 | -28 | 3 | 7 | -4 | -18 | -3 |
| CN1OC[C@@H]2CN(C(=S)Nc3ccc(C#N)cc3)[C@H](c3ccc(N4CCCCC4)cc3)C[C@@H]21 | -8 | -1 | -7 | 10 | -6 | 5 | -11 | x | -1 | -36 | 25 |
| COc1ccc(C(=O)N2CCOC2CNC(=O)C(=O)NCc2ccc(C)cc2)cc1 (stereo unspecified) | 4 | -1 | -12 | 23 | -7 | -24 | -6 | 3 | 3 | -5 | -1 |
| O=C(C1=C[C@H](c2ccc(Br)cc2)C[C@H](OCc2ccc(CO)cc2)O1)N1CCN(Cc2ccc3c(c2)OCO3)CC1 | 12 | -15 | 4 | -14 | -5 | 4 | 4 | -3 | 21 | 6 | 14 |
| CCCN1C=CC(=CC=C(C#N)C#N)C=C1 | -18 | -6 | -4 | -18 | 11 | 3 | 14 | 1 | -17 | -17 | -15 |
| Cc1cc(C)cc(N(C(=O)c2ccc(Br)o2)C2C=CS(=O)(=O)C2)c1 (stereo unspecified) | 11 | -1 | -52 | 3 | 14 | 6 | 6 | -3 | 10 | -4 | 19 |
| CSc1cccc(NC(=O)CN(c2cc(C)ccc2C)S(C)(=O)=O)c1 | -2 | 7 | 8 | -13 | -13 | 20 | 3 | 1 | 2 | 3 | 8 |
| CCn1c(=O)cc(O)c2ccccc21 | -1 | 0 | -16 | -15 | 0 | 30 | -8 | -5 | 12 | 8 | 14 |
| CN(Cc1nc2ccccc2c(=O)[nH]1)C(=O)c1cccc(S(=O)(=O)N2CCCC2)c1 | 4 | 4 | -2 | -11 | 11 | 24 | -1 | 1 | -3 | 7 | 5 |
| O=C(Nc1cccc(F)c1)C1CCCN1S(=O)(=O)c1cccc2cccnc12 (stereo unspecified) | -10 | -8 | -27 | -7 | -18 | 9 | 1 | -13 | 9 | -12 | -5 |
| O=C(CSc1nnc(-c2cccc(Cl)c2)o1)Nc1ccc2c(c1)OCCO2 | -3 | 0 | -46 | -22 | -32 | -7 | -1 | 6 | -46 | -12 | -18 |

Screening data deposited in PubChem by several laboratories.
